# Screening data: PubChem, Vanderbilt High Throughput Screening Facility
# Cav32 inh: inhibitors of human Cav3.2 T-type calcium channel; B-score at 10 µM; Cav3.2-expressing cells, Fluo-4 calcium fluorescence FDSS; stronger effect = lower value; 100,000 compounds, 4% hits;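 active means single-dose well whose peak fluorescence ratio is a statistical outlier from its plate by either plate-standardised score or position-corrected B-score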
# * marks the source's active call; other numbers are inactive results.
SMILES,Cav32 inh
COc1cc(C(=O)NCCC(C)C)c([N+](=O)[O-])cc1OC,0.64
CC(C)(C)c1csc(NC2=NS(=O)(=O)c3ccccc32)n1,1.4
CNC(=O)NC(=S)NC(=O)c1ccc(OC)cc1,0.97
COc1ccc(CN(C)C(=O)COC(=O)c2ccc3c(c2)OCO3)cc1OC,-0.24
Cc1cc(-c2ccccc2)nc2cc(C(=O)NCCCn3ccnc3)nn12,2.3
N#CCc1nc2c3c4c(sc3ncn2n1)CCCC4,-2.1
COc1cc(/C=N\Nc2nc3ccccc3[nH]2)cc(OC)c1OC,-1.9
CCOC(=O)c1c[nH]c2c(C)cc(C)cc2c1=O,0.17
Cc1cc(C)c(C)c(OCC(=O)O/N=C(\N)c2ccccn2)c1,-0.68
CC(=O)Oc1c(S(=O)(=O)c2ccc(C)cc2)c(C)nn1-c1ccccc1,-0.38

# Continued, overlapping the part above by 7 compounds.
SMILES,Cav32 inh
COc1ccc(CN(C)C(=O)COC(=O)c2ccc3c(c2)OCO3)cc1OC,-0.24
Cc1cc(-c2ccccc2)nc2cc(C(=O)NCCCn3ccnc3)nn12,2.3
N#CCc1nc2c3c4c(sc3ncn2n1)CCCC4,-2.1
COc1cc(/C=N\Nc2nc3ccccc3[nH]2)cc(OC)c1OC,-1.9
CCOC(=O)c1c[nH]c2c(C)cc(C)cc2c1=O,0.17
Cc1cc(C)c(C)c(OCC(=O)O/N=C(\N)c2ccccn2)c1,-0.68
CC(=O)Oc1c(S(=O)(=O)c2ccc(C)cc2)c(C)nn1-c1ccccc1,-0.38
O=C(c1cnc2sccn2c1=O)N(Cc1ccccc1)c1ccccn1,-0.23
COc1cc(C(=O)OCC(=O)c2cc(C)n(C)c2C)cc(NC(=O)c2ccco2)c1OC,-2
Cc1cccc(OCCCn2c(=O)sc3ccccc32)c1,-2.5
CNc1cc(CS(=O)c2ccccc2)nc(-c2ccccc2)n1 (stereo unspecified),1.1
CCOc1ccc(-c2nc(C#N)c(N3CCN(Cc4ccccc4)CC3)o2)cc1,-0.49
O=C(Nc1ccc2c(c1)OCCO2)C1CCN(C(=O)c2ccc(Br)cc2)CC1,-0.012
Cc1cc(C)nc(-n2nc(C)cc2NC(=O)c2cccc(S(=O)(=O)N3CCCCC3)c2)n1,1.7
CC1CCN(Cc2ccc(NC(=O)C3CCN(c4nnc(-n5cccc5)s4)CC3)cc2)CC1,0.005
COc1cc(/C=N/NC(=O)c2cccnc2)ccc1OS(=O)(=O)c1ccc(F)cc1,-0.46
CCOC(=O)c1[nH]c2ccccc2c1NC(=O)NC1CCCCC1,0.73
O=C(NC1CCCCC1)C1CCCN(S(=O)(=O)c2cnc[nH]2)C1 (stereo unspecified),-0.12
Cc1cccc(NC(=O)CN2C(=O)N/C(=C/c3cc(C)n(C(C)C)c3C)C2=O)c1,-2.1
O=C(CCSc1ccc(Cl)cc1)NC12CC3CC(CC(C3)C1)C2,-3.2
CC(C)CCN1CC(C(=O)NCc2ccccc2)CC1=O (stereo unspecified),-5.3*
COc1ccc(Cl)cc1NC(=S)N1CCN(c2ccccn2)CC1,0.0055
O=C(NCC1CCCO1)C1CC(c2ccc(Cl)c(Cl)c2)=NO1 (stereo unspecified),-0.18
CC12CN3CC(C)(CN(C1)C3c1ccc(Br)cc1)C2=O (stereo unspecified),1
CCOC(=O)c1sc(NC(=O)c2ccc3ncsc3c2)nc1C,-0.43
CCc1nn(CC(=O)NCCCN2CCc3ccccc3C2)c(=O)c2cc3sccc3n12,-0.98
O=C(NCCc1ccccc1)c1ccncc1,0.46
O=C(CC(c1ccccc1)c1ccccc1)OCn1nnc2ccccc2c1=O,-4.9*
COC(=O)CNC(=O)c1cccc(F)c1,-0.42
CC1Cc2nc(SCC(=O)Nc3ccccc3F)n(C)c(=O)c2S1 (stereo unspecified),1.3
COCC(=O)Oc1c(S(=O)(=O)c2ccc(C)cc2)c(C)nn1-c1ccccc1,-0.58
CNC(=S)N1C2CCC1CC(NC(=O)NC13CC4CC(CC(C4)C1)C3)C2 (stereo unspecified),-0.13
CCC1(CC)C(=O)C2=C3C1[C@H](C(=O)OC)C=C(C(=O)OC)C[C@H]3[C@H]1C(=O)NC(=O)[C@H]1[C@H]2C (stereo partly specified),-0.058
O=C(COc1ccc(S(=O)(=O)N2CCCC2)cc1)NCCC1=CCCCC1,0.071
O=c1[nH]c(SCc2ccccc2)nnc1-c1ccccc1,-0.82
COc1ccc(C2C3=C(CC(C)(C)CC3=O)Oc3ncn(Cc4ccco4)c(=N)c32)cc1 (stereo unspecified),0.64
NC(=O)c1ccc(-n2nnnc2SCC(=O)Nc2ccc(N3CCOCC3)c(Cl)c2)cc1,1.1
CCCc1[nH]nc2c1C1(C(=O)N(CC)c3ccccc31)C(C#N)=C(N)O2 (stereo unspecified),0.63
C=CCn1c(C)cc(C(=O)CSc2ccc(NC(C)=O)cc2)c1C,-0.03
Cc1c(O)cc2n(c1=O)-c1ccc(Cl)cc1C2(C)C,0.64
S=C1CCSc2ccc(Cl)cc2N1,-0.27
O=C(CCCC(=O)N(CC(=O)NC1CCCC1)Cc1ccc2c(c1)OCO2)Nc1ccccn1,1.1
Cc1ccccc1Nc1nc(N)nc(CSc2nnc(-c3ccccc3)n2C)n1,-0.15
CCOC(=O)C1CCN(C(=O)Nc2ccc3nccnc3c2)CC1,1.2
COc1cccc(C2CC(c3ccc(C)cc3)n3ncnc3N2)c1 (stereo unspecified),-0.4
[O-][n+]1c2c(nn1-c1ccccc1Cl)-c1nonc1CC2,0.2
Cc1cc(C)cc(C(=O)NCCn2cc(SCC(=O)N3CCOCC3)c3ccccc32)c1,0.86
CCOC(=O)c1sc(=S)n(-c2ccc(C)cc2)c1SC,0.12
O=C(Nc1ccccc1)OCC1CCCN2CCCCC12 (stereo unspecified),-0.084
COC(=O)Nc1ccc(S(=O)(=O)N2CCCc3ccccc32)cc1,-6.1*
CC(C)OCCCNC(=O)c1ccc(N(C)S(C)(=O)=O)cc1,0.76
CCOC(=O)C1(c2csc(N)n2)COC(=O)C1 (stereo unspecified),-0.049
Cn1c(C(=O)NCCCN2CCCC2=O)cc2c(=O)n(C)c3ccccc3c21,0.12
Cn1c(-c2ccc3c(c2)OCO3)cnc1N,0.3
O=C1Nc2ccc(S(=O)(=O)NCc3ccccn3)c3cccc1c23,-0.57
Cc1nn(C)c(C)c1CNC(=O)c1cc2n(n1)C(C(F)(F)F)CC(c1cccs1)N2 (stereo unspecified),0.31
C/C=C(/C)C(=O)O[C@@H]1[C@H](OC(=O)C=C(C)C)c2c(ccc3ccc(=O)oc23)OC1(C)C,-0.98
# Other results
SMILES,Cav32 inh
CC1CCCCC1N1CN=C(Nc2nc3ccccc3s2)NC1 (stereo unspecified),0.76
CCSc1nnc(C)n1-c1ccc(C(=O)O)cc1,0.73
CS(=O)(=O)N(CC(=O)NCc1ccc2c(c1)OCO2)Cc1ccc(Cl)cc1,-2.7
COc1ccc2sc(NC(=O)CC(C)C)nc2c1,-1.3
COC(=O)CCN(c1ccccc1)S(=O)(=O)c1ccc(OC)cc1,0.48
O=C(CCC1CCCCC1=O)c1ccccc1 (stereo unspecified),-0.25
O=C(CN1C(=O)CSc2ccccc21)Nc1ccc2c(c1)OCCO2,-0.1
O=C(OCCOc1ccc(Br)cc1)c1cnccn1,0.19
COc1ccc(Cc2nnc(N)s2)cc1,-0.0098
CCOc1cccc(/C(O)=C2/C(=O)C(=O)N(Cc3cccnc3)C2c2ccco2)c1 (stereo unspecified),1.2
COc1ccc(C2=CC(c3ccc(OC)c(OC)c3)NC(=S)N2)cc1 (stereo unspecified),-0.03
COc1ccc(CNC(=O)c2cnn3c(C(F)F)cc(C)nc23)cc1OC,1.3
COC(=O)C1N[C@@H]([C@@H](NC(=O)COc2ccccc2)C(=O)NCc2ccc(OC)cc2)SC1(C)C (stereo partly specified),0.71
COc1cccc(/C=N/n2nnnc2N)c1OCc1ccccc1Cl,0.22
Cn1ccnc1-c1nnn(-c2ccc(F)cc2)n1,-0.24
COC(=O)c1cn(NC(=O)CCC2CCCC2)c(=O)c2ccccc12,0.96
COc1cc(C(=O)NCc2nnc(SCC(=O)Nc3cccc(C)c3)o2)cc(OC)c1OC,0.16
C[C@@H](c1ncncc1F)[C@](O)(Cn1cncn1)c1ccc(F)cc1F,1.1
Cc1ccc(C)c(-c2nn(-c3cc(N4CCN(CCO)CC4)ccc3[N+](=O)[O-])c(=O)c3ccccc23)c1,1.1
O=C(NCc1ccccn1)C1CC(c2ccc(F)cc2)=NO1 (stereo unspecified),0.98
c1ccc(C2[C@H]3CN(Cc4cccnc4)[C@H](c4ccccc4)C34CC2(c2cccnc2)C4)cc1 (stereo partly specified),0.75
CSc1cccc(NC(=O)C2CCN(S(C)(=O)=O)CC2)c1,0.31
CCOc1ccccc1C(=O)NC(C)c1ccc2c(c1)OCO2 (stereo unspecified),-0.34
C=C1CCN(c2ccc(C(=O)O)cc2[N+](=O)[O-])CC1,0.89
Cc1ccc(NC(=O)C2(N(CC(C)C)C(=O)Cn3nnnc3N)CCCCC2)cc1,-1.1
CCn1c(O)c(C=Nc2ccccc2)oc1=S,1
Nc1cccc(S(=O)(=O)c2cccc(N)c2)c1,0.2
CC(C)(C)OC(=O)N1CC=C2C(C#N)=C(N)C(C#N)(C#N)C(c3cccs3)C2C1 (stereo unspecified),-2.3
O=C1CCN(N=Nc2cccc(Cl)c2)N1,-0.97
CCOC(=O)C1=C(CN2CCCCC2)NC(=O)NC1c1cc(C)ccc1C (stereo unspecified),0.3
CCOC(=O)c1nnn(-c2nonc2-n2cccc2)c1CN1CCOCC1,1
Cc1cc(N=Cc2c(O)n(-c3ccc4c(c3)OCO4)c(=O)c3ccccc23)ccn1,0.039
CCOc1c(Br)cc(CNc2ncn[nH]2)cc1OC,0.78
CCOC(=O)CSc1nc2sc(C)c(C)c2c(=O)n1C,-0.057
COc1cc(C2N(c3ccccc3)CCN2c2ccccc2)ccc1OC(C)=O,0.52
Cc1ccccc1NC(=O)CN1CCC(NC(=O)Nc2ccccc2)CC1,2.2
Cc1ccc(N2CCN(S(=O)(=O)N(C)C)CC2)c(C)c1,-0.12
O=C1COc2ccc(C(=O)COC(=O)C3CCN(S(=O)(=O)c4cccs4)CC3)cc2N1,-0.15
O=C(Nc1cccnc1)c1ccc(COc2ccccc2Br)o1,0.0038
CCN(CC)C(=O)CSc1nnc(-c2ccccn2)n1-c1ccc(C)c(C)c1,1.6
NNC(=O)CNC(=O)c1ccccc1F,-0.0046
COC(=O)c1ccc(CSc2nnc(-c3c[nH]c4ccccc34)n2C)o1,0.47
CN(CC(=O)Nc1nc2ccccc2s1)S(=O)(=O)c1ccccc1,-2.7
O=c1c2[nH]c3ccccc3c2ncn1Cc1ccco1,0.87
COc1ccccc1OCC(=O)Nc1cccc(-c2nc3ccccc3o2)c1,-0.41
O=C(Cc1cccs1)N(c1ccc(Cl)cc1)C1C=CS(=O)(=O)C1 (stereo unspecified),-0.24
Cc1ccc(-c2nc3ncccc3o2)cc1NC(=O)c1ccco1,0.95
CCC1=C/C(=C/N(C)c2ccccc2)C(=O)S1,-1.9
CCOC(=O)c1nn(-c2sc(C(=O)OC)c(C)c2C(=O)OC)cc1O,-0.002
Cc1ccc(N(CC(=O)N2CC(=O)Nc3ccccc32)S(=O)(=O)c2ccc3c(c2)OCCO3)cc1,-1.7

# Entries above printed as active in Cav32 inh:
SMILES,Cav32 inh
CC(C)CCN1CC(C(=O)NCc2ccccc2)CC1=O (stereo unspecified),-5.3*
O=C(CC(c1ccccc1)c1ccccc1)OCn1nnc2ccccc2c1=O,-4.9*
COC(=O)Nc1ccc(S(=O)(=O)N2CCCc3ccccc32)cc1,-6.1*

# Next entries.
SMILES,Cav32 inh
CCOC(=O)/C(C#N)=C\C=C1C=CN(C)C=C1,-4.8*
CS(=O)(=O)N1c2ccccc2[C@]2(Br)C[C@H]3C(=O)N[C@@H](Cc4ccccc4)C(=O)N3[C@H]12,0.43
Cc1[nH]n(-c2ccccc2)c(=O)c1/C=N/O,0.51
Cc1occc1C(=O)NCc1cccs1,0.57
Cc1oc(-c2ccccc2)cc1C(=O)Nc1ccc(N(C)C)cc1,0.02
CC1CCN(c2ccc3c(c2)S(=O)(=O)c2ccccc2C3=O)CC1,-2.2
COCc1cc(C)n(CC(=O)Nc2cccc(C)c2)c(=O)c1C#N,0.46
CSc1nc(C)cc(OCCNS(=O)(=O)c2ccc(C)cc2)n1,0.98
Cc1nnc(SCC(=O)n2c3c(c4ccccc42)CCCC3)s1,-0.59
c1ccc(-c2ccc(C3=Nn4c(Cn5nnc6ccccc65)nnc4SC3)cc2)cc1,0.29
COc1ccc(NC(=O)CSc2ccccn2)cc1,0.12
COc1ccc2c(c1)CCc1c(C(=O)N3CCc4ccccc4C3)noc1-2,-1.8
O=C(N/C(=C\c1cccc([N+](=O)[O-])c1)C(=O)N1CCCCC1)c1cccs1,0.82
CCOc1ccc(-c2nnn(CC(=O)Nc3ccccc3OC)n2)cc1OCC,0.67
COc1ccc(NC(=O)c2sccc2C)c([N+](=O)[O-])c1,-0.94
Cc1nn(-c2ccccc2)c(C)c1/C=N/O,0.98
O=C1CC(=C2c3ccccc3-c3ccccc32)C(=O)N1CCN1CCN(c2cccc(Cl)c2)CC1,-0.7
Cc1cc(C)c2nc(NNC(=O)c3ccc(S(=O)(=O)N4CCc5ccccc5C4)cc3)sc2c1,-1.9
O=C(NC(C(=O)N/N=C/c1cccc2ccccc12)c1n[nH]c(=O)c2ccccc12)c1ccccc1 (stereo unspecified),-1.8
Cc1ccccc1S(=O)(=O)Nc1nc2ccccc2nc1N1CCOCC1,0.12
C=C(C)C1CC=C(C)/C(=N/NC(=O)CNc2ccc(OCC)cc2)C1 (stereo unspecified),-1.3
O=C(Nc1cccnc1)c1ccc2c(c1)OCO2,-0.32

# Four entries drawn at random from those above:
SMILES,Cav32 inh
CCC1=C/C(=C/N(C)c2ccccc2)C(=O)S1,-1.9
CS(=O)(=O)N(CC(=O)NCc1ccc2c(c1)OCO2)Cc1ccc(Cl)cc1,-2.7
Cc1cccc(OCCCn2c(=O)sc3ccccc32)c1,-2.5
N#CCc1nc2c3c4c(sc3ncn2n1)CCCC4,-2.1

# Only part of the results is shown, so the mix of outcomes need not match the whole.
